ALOX12 inh: Primary qHTS assay for inhibitors of human arachidonate 12S-lipoxygenase (ALOX12): Round 2 | purified 12hLO, xylenol orange hydroperoxide absorbance | Potency, µM (series often up to 108 µM), inactives show top-dose activity change, negative = inhibition, usual class: inhibitors | 580,000 compounds, 1.1% hits | AID 1671190, 2021; active means well fitted inhibition curve with a large enough effect; inconclusive means small, poorly fitted or top-dose-only effect, or another doubt; inactive means no such curve, though single readings can be large or run the other way
Target sequence (P18054 whole entry, looked up): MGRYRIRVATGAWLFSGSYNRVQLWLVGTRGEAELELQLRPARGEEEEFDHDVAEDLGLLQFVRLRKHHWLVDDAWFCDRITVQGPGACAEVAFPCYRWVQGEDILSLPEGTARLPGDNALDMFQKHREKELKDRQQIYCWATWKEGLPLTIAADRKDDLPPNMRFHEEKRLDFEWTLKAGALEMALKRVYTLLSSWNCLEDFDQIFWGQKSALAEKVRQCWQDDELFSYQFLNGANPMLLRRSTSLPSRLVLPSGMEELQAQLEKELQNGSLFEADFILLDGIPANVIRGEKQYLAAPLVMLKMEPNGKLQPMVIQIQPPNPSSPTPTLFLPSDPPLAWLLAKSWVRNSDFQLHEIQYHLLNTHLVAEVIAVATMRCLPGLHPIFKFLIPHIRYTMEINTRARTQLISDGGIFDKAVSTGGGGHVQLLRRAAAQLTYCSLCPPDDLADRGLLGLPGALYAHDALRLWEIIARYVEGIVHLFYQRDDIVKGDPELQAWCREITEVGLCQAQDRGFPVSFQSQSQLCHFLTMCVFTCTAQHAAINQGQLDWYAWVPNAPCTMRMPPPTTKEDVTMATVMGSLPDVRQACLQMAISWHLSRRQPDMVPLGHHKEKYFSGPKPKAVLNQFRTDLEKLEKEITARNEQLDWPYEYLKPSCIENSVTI
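Purified human 12hLO (150 nM final) in 25 mM Hepes, 0.01% Triton X-100, pH 7.0 was preincubated 15 min at room temperature with compound. Then 40 uM arachidonic acid was added, 30 min. Hydroperoxide was read by Fe-XO absorbance ratio 573/405 nm.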
* hit, by the source's call; u = inconclusive; [ ] = remark or other dose. On the % scale 0 is the no-effect control and ±100 the full control effect; potency means the concentration at half of the fitted maximal effect. This is a subset, so the mix of outcomes need not match the whole.

A first look:
SMILES | ALOX12 inh
CC(=O)N1CC2(CCN(c3nc(C)cc(C(=O)O)n3)CC2)CC1C(=O)O (stereo not drawn) | 40%[activator]
CC(=O)NCCCCCC(=O)NC(C)C(C)(C)c1ccccc1 (stereo not drawn) | 8%
CN(CC(O)COc1cccc(CNCCOc2ccccc2)c1)C1CCCCC1 (stereo not drawn) | 32%[activator]
O=C(CSCCN1CCCC1)N1CCC(n2cnnc2)CC1 | 4%
CC(C)CC(=O)N1C[C@@H](Oc2ccccc2)C[C@H]1C(=O)N1CCCC1 | 56%[activator]
COc1ccc2cc(CN(C(=O)c3cc(C)nn3C)C3CC3)c(-c3ccc(Cl)cc3)nc2c1 | -8%
O=C(Cn1c(=O)oc2ccccc21)Nc1ccc(-c2nnc3n2CCCCC3)cc1 | u
CC(C)CNC(=O)N1CC(Oc2ccc(-c3nc(-c4ccccc4)no3)cc2)C1 | 10%
COc1ccc(-c2noc([C@@H](C)NC(=O)Cc3ccccc3)c2C(=O)O)cc1 | u
COc1ccc(CC(=O)N2CC[C@@H](CC(=O)O)[C@@H](CCN3CCN(c4ccc(F)cc4)CC3)C2)cc1 | -19%
COc1cc(C)c(C)cc1S(=O)(=O)N1CCN(c2c(C)cccc2C)CC1 | -17%
Cc1cc(C)cc(C(=O)N2CCCC(n3cc(-c4nc(C)no4)nn3)C2)c1 (stereo not drawn) | -4%
C#CCCCCCCCCC(=O)N1CCOCC1 | 8%
O=C(NCCc1noc(-c2ccccc2)n1)c1n[nH]c2ccccc12 | 47%[activator]
CCC[C@H]1[C@H](NCC2CCCCC2)CC[C@@]23CCCN2C(=O)CCC[C@@H]13 | 0%

This part in full, from the start:
SMILES | ALOX12 inh
CC(=O)N1CC2(CCN(c3nc(C)cc(C(=O)O)n3)CC2)CC1C(=O)O (stereo not drawn) | 40%[activator]
CC(=O)NCCCCCC(=O)NC(C)C(C)(C)c1ccccc1 (stereo not drawn) | 8%
CN(CC(O)COc1cccc(CNCCOc2ccccc2)c1)C1CCCCC1 (stereo not drawn) | 32%[activator]
O=C(CSCCN1CCCC1)N1CCC(n2cnnc2)CC1 | 4%
CC(C)CC(=O)N1C[C@@H](Oc2ccccc2)C[C@H]1C(=O)N1CCCC1 | 56%[activator]
COc1ccc2cc(CN(C(=O)c3cc(C)nn3C)C3CC3)c(-c3ccc(Cl)cc3)nc2c1 | -8%
O=C(Cn1c(=O)oc2ccccc21)Nc1ccc(-c2nnc3n2CCCCC3)cc1 | u
CC(C)CNC(=O)N1CC(Oc2ccc(-c3nc(-c4ccccc4)no3)cc2)C1 | 10%
COc1ccc(-c2noc([C@@H](C)NC(=O)Cc3ccccc3)c2C(=O)O)cc1 | u
COc1ccc(CC(=O)N2CC[C@@H](CC(=O)O)[C@@H](CCN3CCN(c4ccc(F)cc4)CC3)C2)cc1 | -19%
COc1cc(C)c(C)cc1S(=O)(=O)N1CCN(c2c(C)cccc2C)CC1 | -17%
Cc1cc(C)cc(C(=O)N2CCCC(n3cc(-c4nc(C)no4)nn3)C2)c1 (stereo not drawn) | -4%
C#CCCCCCCCCC(=O)N1CCOCC1 | 8%
O=C(NCCc1noc(-c2ccccc2)n1)c1n[nH]c2ccccc12 | 47%[activator]
CCC[C@H]1[C@H](NCC2CCCCC2)CC[C@@]23CCCN2C(=O)CCC[C@@H]13 | 0%
CN1C(=O)N(c2ccc(Cl)c(Cl)c2)C(C)(O)CC1(C)C (stereo not drawn) | 46%[activator]
O=C(COC(=O)CCS(=O)(=O)c1ccccc1)NNC(=O)c1ccc([N+](=O)[O-])cc1 | -5%
CCc1nnc(NC(=O)C2CC(=O)N(c3n[nH]c4cccc(F)c34)C2)s1 (stereo not drawn) | 39%[activator]
O=C(NCCN1CCOCC1)c1ccc2c(c1)n(Cc1cccc(F)c1)c(=O)c1ccnn12 | 19%
COc1ccc(S(=O)(=O)NCC2Cn3cccc3C(=O)N2Cc2ccccc2)cc1 (stereo not drawn) | -9%
CN1CCN(CC(=O)C(C#N)c2ccccc2)CC1 (stereo not drawn) | u
C[N+](C)(CC#Cc1ccccc1)CC#Cc1ccccc1 | 1%
CCC(C)c1ccc(-c2csc(NC(=O)c3cnc4c(c3)c(=O)n(C)c(=O)n4C)n2)cc1 (stereo not drawn) | -2%
O=[N+]([O-])c1cccc2ccc(/C=C/c3cccc(F)c3)nc12 | -28%
CCCCNC(=O)NCCN(C)C | -22%
SMILES | ALOX12 inh
O=C(C[C@@H]1CCNC[C@@H]1Cc1cc(COc2ccccc2)on1)NCc1ccccc1 | 20%[176 µM]
Cc1c(CC(=O)NCCCO)c(=O)oc2cc(O)c(Cl)cc12 | 0%
CCN(CC)CCCNC(=O)C(C)C1CCN(C(=O)c2ccc3nc(-c4ccccc4)oc3c2)CC1 (stereo not drawn) | 4%
CCn1c(=O)c2sccc2n(CC(=O)N2CCOc3ccc(C)cc32)c1=O | u
CC1CCN(C(=O)CCn2c(=O)oc3ccc(Cl)cc32)CC1 | -6%
CN(C)C[C@@H]1CN(C)C[C@H]1NC(=O)c1cc2ccccc2[nH]1 | 7%
CCc1c(C)sc(NC(=O)c2ccccc2)c1C#N | u
C[C@@H](c1ccccc1)N1C[C@@H](COCc2ccccc2)Oc2cc(N3CC[C@@H](N(C)C)C3)ccc2S1(=O)=O | -42%
CN1CCCN(C(=O)Cc2ccc(OC(F)(F)F)cc2)c2ccccc21 | 7%
CCNc1c(NC(=O)Nc2ccc(Cl)cc2)c(=O)oc2ccccc12 | u
Cc1ccccc1NC(=O)C(C#N)=C1CCCC1 | 3%
CC(C)C(NC(=O)c1n[nH]c(=O)c2ccccc12)c1ccccc1 (stereo not drawn) | -34%
CCc1ccc(C(=O)NC2CCN(c3cn[nH]c(=O)c3)CC2)cc1 | -4%
COCCn1nnnc1C1CC2(CCOCC2)C(=O)N1Cc1ccc(Cl)cc1 (stereo not drawn) | 46%[activator]
C=CCN=C1NC(c2ccccc2C(F)(F)F)C(C(=O)OC)=C(C)N1Cc1ccc(C(F)(F)F)cc1 (stereo not drawn) | u
CS(=O)(=O)c1ccc(OCC2(CNS(=O)(=O)c3ccc(F)cc3)C[C@@H](O)[C@@H](O)C2)cc1 (stereo partly drawn) | u
Cn1c(NCc2ccccc2)nc2c1c(=O)n(Cc1ccccc1F)c(=O)n2C | 7%
N#Cc1nc(-c2ccccc2F)oc1NCc1ccco1 | 0%
Cc1ncoc1C(=O)N1CCC(c2noc(-c3ccccc3)n2)C1 (stereo not drawn) | 7%
c1ccc(CN2CCNc3cc(-c4ccncc4)ncc3C2)cc1 | 3%[176 µM]
COc1ccc(CN2C(=O)[C@@H]3C[C@@H](O)CN3C3(CN(CC(C)C)C3)C2=O)cc1 | 0%[176 µM]
COc1ccc(CN2CCC3(CCC(=O)N(Cc4ccncc4)C3)CC2)c(F)c1 | 4%
Cc1c(Cl)cccc1NC(=O)Cn1ccn2nc(-c3ccccc3)c(CO)c2c1=O | -26%
COc1cccc(C(=O)N2CCC(N3C[C@H](O)C[C@H]3C(=O)NCc3ccccc3)CC2)c1 | 23%
CC(C)(CC(=O)O)CC(=O)N1CC[C@H]2NC(=O)N(c3ccc(F)cc3)C(=O)[C@H]21 | -5%[176 µM]
SMILES | ALOX12 inh
Cc1ccccc1OCc1nnc(SCc2ccc(Cl)c(Cl)c2)n1C | -3%
Cc1noc(-c2cccc(F)c2)c1C(=O)NCc1ccc(Cl)cc1 | 18%
COc1ccc(CC(=O)N2CCCN(c3cc(-c4ccc(OC)cc4)[nH]n3)CC2)cc1 | -10%
Fc1ccc(-c2nc(CSc3ncn[nH]3)co2)cc1 | -2%
COc1cc(OC)cc(C(=O)Nc2ccc3oc(-c4ccc(OC)c(Cl)c4)nc3c2)c1 | 11%
Cc1ncc(-c2ccc(S(=O)(=O)Nc3ccccc3)cc2)o1 | -16%
COC(=O)c1cccc(NC(=O)C2CCCN(S(=O)(=O)Cc3ccccc3Cl)C2)c1C (stereo not drawn) | -4%
COc1ccc(CN2CCC3(CC2)NCc2ccccc2NC3=O)cc1 | 6%[6.33 µM]
O=C(O)CCC(NC(=O)c1ccc(-c2ccc(Cl)cc2)s1)C(=O)O (stereo not drawn) | 9%
O=[N+]([O-])c1cccc(-c2noc([C@@H]3C[C@@H](O)CN3Cc3ncc[nH]3)n2)c1 | 72%[activator][176 µM]
Cc1ccc(N2CC(c3noc(COc4cccc(C)c4)n3)CC2=O)cc1 (stereo not drawn) | 33%[activator]
O=C(Cn1nc2n(c1=O)CCCC2)Nc1cccc(Cl)c1 | 24%
O=C(O)c1ccc2ncccc2c1 | 18%
COc1cccc(OC)c1-c1c(-c2ccccc2)ncn1CCCSC | 35%
COc1ccc(C(=O)NCC2(COc3cccnc3)C[C@@H](O)[C@@H](O)C2)cc1 (stereo partly drawn) | u
COc1cccc(S(=O)(=O)N2CCC(c3noc(-c4cccnc4)n3)C2)c1 (stereo not drawn) | 8%
O=C(c1ccc(F)cc1)N1CCC[C@H]1c1nc(-c2ccccc2)no1 | 22%
CN(C)CCNC(=O)c1cnc2c(c1)N(Cc1ccccc1)CCC2 | -3%[176 µM]
COc1cccc(CN2CC[C@H]3C(=O)NCCCCCCN(Cc4ccncc4)[C@@H]3C2)n1 | 184%[activator]
COc1ccc(C2Cn3nnc(-c4noc(C5CCC5)n4)c3CO2)cc1 (stereo not drawn) | 10%
O=C(NC[C@H]1O[C@H](Cc2cc(CN3CCN(c4ccccc4)CC3)on2)CC[C@@H]1O)c1ccccc1 | 65%[activator]
COc1ccccc1Oc1coc2cc(OC(=O)c3ccccc3F)ccc2c1=O | 9%
O=C(CN1CC2CC(C1)[C@H]1CCCC(=O)N1C2)N1CCN(c2ccccc2)CC1 (stereo partly drawn) | 39%[activator]
Cc1ccc(-c2noc(-c3cccc(Br)c3)n2)cc1 | 16%
CCn1cc(S(=O)(=O)N2CCC(c3noc(-c4ccncc4)n3)C2)cn1 (stereo not drawn) | 28%
SMILES | ALOX12 inh
COc1ccc(C(=O)Oc2ccc(C)cc2)cc1 | u
CC(Sc1ccc(C#N)cc1)C(=O)NC1CCCC1 (stereo not drawn) | u
C[C@@H](Oc1cc(-c2cnn(C3CCNCC3)c2)cnc1N)c1c(Cl)ccc(F)c1Cl | -22%[57.4 µM]
Clc1ccc2c(c1)C(c1ccccc1Cl)=Nc1ccc(Cl)cc1C(c1ccccc1Cl)=N2 | 6%
COc1ccc(C(=O)COC(=O)Cc2coc3ccc4ccccc4c23)cc1OC | -26%
O=C(c1ccccn1)N1CCc2nc(C3CC3)nc(-c3ccc(Cl)cc3)c2C1 | u
COC(=O)c1ccc(OCC(=O)c2ccc3c(c2)OCCO3)cc1 | u
CC(=O)Nc1cc(F)ccc1-c1csc(NC(=O)CCc2ccccc2)n1 | -13%
Clc1ccc(Nc2nnc(Cc3ccncc3)c3ccccc23)cc1 | u
O=C([C@@H]1C[C@H](Oc2cccnc2)CN1C(=O)c1ccc2ccccc2n1)N1CCOCC1 | 13%
Cc1noc(-c2cn(C3CCN(C(=O)COc4ccc(F)cc4)CC3)nn2)n1 | 20%
Cc1cc(C)cc(Nc2cc(C)nc3ncnn23)c1 | -19%
NC1CC(c2cc(NCc3noc(C(F)(F)F)n3)ncn2)C1 (stereo not drawn) | 50%
COc1cccc(Nc2cc(-c3cccs3)nc3c(C)noc23)c1 | 10%[176 µM]
Clc1ccccc1Nc1cnc2ccc(N3CCOCC3)nn12 | 15%[176 µM]
COc1ccc(S(=O)(=O)N(C)C[C@@H]2OCc3cn(nn3)CCCC(=O)N([C@H](C)CO)C[C@H]2C)cc1 | 5%
O=C(C[C@H]1C(=O)N(Cc2ccccc2)C[C@@H]1Cc1ccccc1)Nc1ccc(Br)cc1 | -26%
CC1(C(=O)NS(=O)(=O)c2ccc(C#N)cc2)CCN1C(=O)Cc1ccccc1Cl (stereo not drawn) | u
O=C(O)Cc1ccccc1Oc1ccc(Cl)cc1Cl | -12%[22.9 µM]
CN1CCN(C(=O)c2cccnc2)CC12CCC(=O)N(CC1CC1)CC2 (stereo not drawn) | 43%
COc1cccc(/C=C/c2nc(C#N)c(N3CCN(Cc4ccccc4)CC3)o2)c1 | 0%
O=C(N[C@H]1CCN2C(=O)c3ccc(Cl)cc3NC(=O)[C@H]12)c1cccc(F)c1 | u
CCOc1ccc(-c2cc3c(=O)n(CCNC(=O)c4ccc5c(c4)OCO5)ccn3n2)cc1 | 5%
Cc1c(-c2ccccc2)nc2ccc(Br)cc2c1C(=O)O | u
O=C(NC[C@H]1O[C@@H](CO)[C@@H](O)[C@H]1N1CCOCC1)c1ccc(F)c(Cl)c1 | u
SMILES | ALOX12 inh
COc1ccc(CNc2nc(NCc3ccc(OC)cc3)n(S(=O)(=O)c3ccc(C)cc3)n2)cc1 | 16%
CC1=C(C(=O)N2CCCCCC2)CC(CC(=O)NCCCN(C)C)C(=O)N1Cc1ccc(F)cc1 (stereo not drawn) | 2%
C=CCC(NC(C)=O)C(=O)O (stereo not drawn) | 7%
CN1CCC(N2CCC(CN(Cc3ccncc3)C(=O)c3cnc[nH]3)CC2)CC1 | u
CN(C)c1ccc(-c2ccnc3c2CC(C)(C(=O)NCc2cccc(Cl)c2)O3)cc1 (stereo not drawn) | u
Cc1cc2oc(=O)cc(CSc3nncs3)c2cc1C | -1%
CCCNC(=O)c1ccc(CSC)o1 | 12%
COc1ccc(Nc2nc(-c3c(C)noc3C)cc3cc(CO)oc23)cc1OC | u
O=C1NCc2ccccc2CC12CCCN(Cc1cccc(OC(F)(F)F)c1)C2 (stereo not drawn) | 6%[6.33 µM]
COCCN1C(=O)c2ccccc2C(C(=O)Nc2cc(C)ccc2OC)C12CCCCC2 (stereo not drawn) | -11%
CC(NC(=O)CSc1nnc(COc2ccc(Cl)cc2)n1C)c1cccc2ccccc12 (stereo not drawn) | -1%
